High-throughput results as filed in PubChem.
FLuc stim CS – firefly luciferase counter-screen for stimulation assays | 200,000 tested, under 10 active | P08659 | activation factor at 10 µM | ATPlite luciferase biochemical, luminescence, 10 min; 0 = ATP-free wells, 1 = DMSO control;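 active = luciferase activation factor, scaled between plate controls, of at least 2 with compound at 10 µM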
Target sequence (P08659 whole entry, looked up): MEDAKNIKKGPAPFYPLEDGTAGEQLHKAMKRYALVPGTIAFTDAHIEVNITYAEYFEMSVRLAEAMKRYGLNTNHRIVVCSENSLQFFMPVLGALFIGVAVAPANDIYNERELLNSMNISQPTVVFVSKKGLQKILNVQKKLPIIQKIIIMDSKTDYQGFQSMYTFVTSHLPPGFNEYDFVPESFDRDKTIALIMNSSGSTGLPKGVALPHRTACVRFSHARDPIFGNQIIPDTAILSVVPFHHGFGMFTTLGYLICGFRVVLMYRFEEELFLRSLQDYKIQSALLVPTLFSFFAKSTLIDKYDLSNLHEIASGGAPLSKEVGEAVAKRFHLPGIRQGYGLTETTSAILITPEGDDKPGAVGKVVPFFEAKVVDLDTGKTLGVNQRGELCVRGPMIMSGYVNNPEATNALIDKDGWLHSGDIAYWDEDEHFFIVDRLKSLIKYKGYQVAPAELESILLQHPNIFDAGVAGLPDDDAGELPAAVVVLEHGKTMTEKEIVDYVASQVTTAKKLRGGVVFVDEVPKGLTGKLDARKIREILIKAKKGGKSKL
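Material: Luciferase/luciferin reagent mix; Doses: test compounds dosed from 2 mM stocks in 100% DMSO; Schedule: 10 min incubation after luciferase reagent addition, room temperature; Measured by: luminescence from luciferase reaction; Read-out: luminescence gain marking luciferase activators.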
bIAP activator – intestinal alkaline phosphatase (bovine) activation; AID 1016; 0.17% of 200,000 active; activation factor at 20 µM; purified bovine IAP, CDP-star luminescence, 30 min; active compounds read high; fold of DMSO-control signal, blank-subtracted;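 active = activation factor of 2 or more at 20 µM, a signal rise over negative controls twice the positive control's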
APP 5UTR inh – APP translation inhibition; SH-SY5Y APP 5'UTR-luciferase reporter, luminescence; inhibition, % at 2 µM; 0.82% of 190,000 active; AID 1285;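 active = inhibition above a set limit, derived from the sample mean plus 3 SD, cut at about 45% in these data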; note: values of inactives mirror those of a sister screen read the other way
FLuc inh counter – counter-screen for luciferase assay inhibitors: firefly luciferase inhibition; P08659; ATPLite firefly luciferase biochemical luminescence, 10 min; inhibition, % at 10 µM; 1.5% of 200,000 active; AID 1006;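 active = inhibition above about 50% when tested at 10 µM, limit read from the data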
RAM inhibit – blocks the yeast RAM network. S. cerevisiae dse1pr::URA3 reporter, 5-FOA growth OD615, 2 d; analog-sensitive cbk1-as2 kinase mutant strain. inhibition, % at 50 µM. 1.8% of 190,000 active;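 active = inhibition above a set limit, 3 SD over mean compound inhibition, cut at about 8.4% in these data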;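 note: 0% = DMSO-only wells with no growth and 100% = 10 µM 1-NA-PP1 full growth; inhibition rescues growth on 5-FOA so higher OD means more RAM inhibition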
TNAP inh noacc – inhibitors of human TNAP without phosphate acceptor; P05186; purified TNAP, CDP-star luminescence, 30 min; inhibition, % at 20 µM; 0.26% of 200,000 active; AID 1012;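 active = tissue-nonspecific alkaline phosphatase inhibition above about 50% at 20 µM in the single-dose screen, limit read from the data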;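 note: 0% = DMSO negative control and 100% = EDTA positive control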
Target sequence (P05186 whole entry, looked up): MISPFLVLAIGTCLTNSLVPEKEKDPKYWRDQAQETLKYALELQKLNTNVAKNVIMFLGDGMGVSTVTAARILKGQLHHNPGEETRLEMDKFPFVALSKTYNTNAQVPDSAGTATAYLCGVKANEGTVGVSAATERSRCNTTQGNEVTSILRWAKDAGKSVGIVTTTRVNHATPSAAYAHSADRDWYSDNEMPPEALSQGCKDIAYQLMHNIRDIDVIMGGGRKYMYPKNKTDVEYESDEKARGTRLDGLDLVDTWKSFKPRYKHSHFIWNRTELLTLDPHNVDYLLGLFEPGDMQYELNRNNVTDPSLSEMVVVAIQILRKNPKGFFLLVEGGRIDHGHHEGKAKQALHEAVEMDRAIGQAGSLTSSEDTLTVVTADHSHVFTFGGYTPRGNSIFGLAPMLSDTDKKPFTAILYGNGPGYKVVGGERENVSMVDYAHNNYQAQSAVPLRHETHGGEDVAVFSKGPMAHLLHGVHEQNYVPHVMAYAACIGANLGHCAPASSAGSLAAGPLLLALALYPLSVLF
TNAP act hiacc – increases human TNAP activity under high phosphate acceptor concentration | P05186 | purified TNAP, CDP-star luminescence, 1 M DEA, 30 min; active compounds read high; 0 = EDTA background, 1 = DMSO-only activity | activation factor at 20 µM | 200,000 tested, under 10 active | AID 1136;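 active = activation factor at least 2 at 20 µM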
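Measured by: Luminescent substrate turnover signal | Test system: Human TNAP | Input: TNAP 1/800 final | Dosing: 20 µM single point | Schedule: 30 min, room temperature | Controls: EDTA wells as negative control, DMSO wells as positive control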
TNAP inh hiacc – TNAP (human) inhibition, high acceptor. AID 1135. P05186. inhibition, % at 20 µM. purified TNAP, CDP-star luminescence, 1 M DEA. 0.03% of 200,000 active;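 active = over 50% inhibition of tissue-nonspecific alkaline phosphatase at 20 µM in the single-dose screen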;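 note: plate controls were DMSO wells for no effect and EDTA-quenched wells as full inhibition for full effect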
bIAP inhibitor – intestinal alkaline phosphatase (bovine) inhibition; purified bovine IAP, CDP-star luminescence, 30 min; inhibition, % at 20 µM; 190,000 tested, under 10 active; AID 1019;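 active = over 50% inhibition of intestinal alkaline phosphatase at 20 µM in the single-dose screen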
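Assay system: bovine IAP enzyme; medium: DEA buffer 100 mM, pH 9.8, with MgCl2 1.0 mM, ZnCl2 0.02 mM; doses: 20 µM single dose; incubation: enzyme reaction for 30 min at room temperature; detection: CDP-star luminescence signal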
L major viab – Leishmania major promastigote growth inhibition. Leishmania major promastigotes, resazurin fluorescence viability. inhibition, % at 10 µM. 9% of 200,000 active; in the data active = inhibition above about 50%;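 note: promastigotes grown with compound for 44 hours at 28 °C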
Active calls of the source: *.

CCC(C(=O)Nc1ccsc1C(=O)OC)c1ccccc1 (stereo not given) was read as FLuc stim CS 1, bIAP activator 0.9, APP 5UTR inh 0, FLuc inh counter -2, RAM inhibit 17*, TNAP inh noacc -9, TNAP act hiacc 1.1, TNAP inh hiacc -6, bIAP inhibitor 14 and L major viab 1.
For Cc1ccc(NC(=O)COC(=O)c2ccc(Cl)cc2)cc1S(=O)(=O)N(C)C the results were FLuc stim CS 1, bIAP activator 1.1, APP 5UTR inh -25, FLuc inh counter -3, RAM inhibit 0.9, TNAP inh noacc -2, TNAP act hiacc 1, TNAP inh hiacc -3, bIAP inhibitor -6 and L major viab -7.
`COc1ccccc1CNc1ccc2nnc(CCNC(=O)c3ccccc3)n2n1` gave FLuc stim CS 1, bIAP activator 1, APP 5UTR inh 1, FLuc inh counter -1, RAM inhibit 2.2, TNAP inh noacc -15, TNAP act hiacc 1, TNAP inh hiacc -2, bIAP inhibitor -1 and L major viab 15.
CCOCCCNC(=O)/C(C#N)=C/c1cc(C)c(O)c(C)c1 was read as FLuc stim CS 1, bIAP activator 1, APP 5UTR inh 2, FLuc inh counter -1, RAM inhibit 2.5, TNAP inh noacc 7, TNAP act hiacc 0.9, TNAP inh hiacc 12, bIAP inhibitor 5 and L major viab 3.
For CCCOc1ccccc1C1CC(=O)NC2=C1C(=O)CCC2 (stereo not given) the results were FLuc stim CS 1.1, bIAP activator 0.9, APP 5UTR inh 21, FLuc inh counter -8, RAM inhibit 0.3, TNAP inh noacc -7, TNAP act hiacc 1.1, TNAP inh hiacc -6, bIAP inhibitor 5 and L major viab -3.
For COc1ccc(N2CCN(C(=O)Cc3ncc(C(F)(F)F)cc3Cl)CC2)cc1 the results were FLuc stim CS 1.1, bIAP activator 0.9, APP 5UTR inh -6, FLuc inh counter -9, RAM inhibit -1.1, TNAP inh noacc -15, TNAP act hiacc 1, TNAP inh hiacc 1, bIAP inhibitor 8 and L major viab -5.
`COc1ccc(Cl)cc1-n1c(C)cc(C(=O)OCC(=O)N2CC(=O)Nc3ccccc32)c1C` gave FLuc stim CS 1.1, bIAP activator 1, APP 5UTR inh 22, FLuc inh counter -6, RAM inhibit 6.8, TNAP inh noacc -20, TNAP act hiacc 1, TNAP inh hiacc -3, bIAP inhibitor 4 and L major viab 4.
`Cc1ccc(S(=O)(=O)N2CCN(C(=O)C3=COCCO3)CC2)cc1C` gave FLuc stim CS 1.1, bIAP activator 1, APP 5UTR inh 15, FLuc inh counter -6, RAM inhibit 1.1, TNAP inh noacc -18, TNAP act hiacc 1.1, TNAP inh hiacc -5, bIAP inhibitor -2 and L major viab 0.
For CN(c1ccccc1)C(c1ccc(F)cc1)c1nnnn1CC1CCCO1 (stereo not given) the results were FLuc stim CS 1, bIAP activator 1, APP 5UTR inh 0, FLuc inh counter -2, RAM inhibit 0.1, TNAP inh noacc -7, TNAP act hiacc 1, TNAP inh hiacc 1, bIAP inhibitor 3 and L major viab 13.
Screening CC(=O)Nc1ccc(Nc2ccc(N3C(=O)CCCC3=O)cc2[N+](=O)[O-])cc1 returned FLuc stim CS 1, bIAP activator 1.2, APP 5UTR inh 10, FLuc inh counter 3, RAM inhibit 2.9, TNAP inh noacc 12, TNAP act hiacc 0.8, TNAP inh hiacc 21, bIAP inhibitor -22 and L major viab -3.
For CC(C)(C)NCc1cc(Cl)ccc1OCc1cccs1 the results were FLuc stim CS 1, bIAP activator 1, APP 5UTR inh 4, FLuc inh counter -4, RAM inhibit 0.2, TNAP inh noacc -22, TNAP act hiacc 1.1, TNAP inh hiacc -5, bIAP inhibitor 3 and L major viab 23.
Screening O=S(=O)(Nc1ncccn1)c1ccc(Nc2ncnc3ccccc23)cc1 returned FLuc stim CS 1, bIAP activator 0.9, APP 5UTR inh -5, FLuc inh counter -5, RAM inhibit 2.3, TNAP inh noacc -12, TNAP act hiacc 1.1, TNAP inh hiacc -7, bIAP inhibitor 15 and L major viab -5.
Cc1nn(-c2ccccc2)c(CC(C)(C)C(=O)O)c1C(=O)O was read as FLuc stim CS 1.1, bIAP activator 0.9, APP 5UTR inh 16, FLuc inh counter -12, RAM inhibit 0.1, TNAP inh noacc -14, TNAP act hiacc 1.1, TNAP inh hiacc -6, bIAP inhibitor 9 and L major viab -3.
Screening CCOC(=O)N1CCN(C(=O)CSCC(=O)Nc2nc(-c3ccc(-c4ccccc4)cc3)cs2)CC1 returned FLuc stim CS 1, bIAP activator 1, APP 5UTR inh -124, FLuc inh counter 4, RAM inhibit 2.4, TNAP inh noacc 4, TNAP act hiacc 1, TNAP inh hiacc -3, bIAP inhibitor -3 and L major viab 23.
For C#CCOCCOCCOCCNc1nc(N2CCN(C(=O)C(Cc3ccc(O)cc3)n3cc(C(N)CC(C)C)nn3)CC2)nc(N2CCN(C(=O)C(Cc3cc4ccccc4[nH]3)n3cc(C(N)C(C)CC)nn3)CC2)n1 (stereo not given) the results were FLuc stim CS 1, bIAP activator 1.4, APP 5UTR inh 2, FLuc inh counter -3, RAM inhibit -1.1, TNAP inh noacc -61, TNAP act hiacc 1.1, TNAP inh hiacc -10, bIAP inhibitor -42 and L major viab -8.
For O=C(COc1ccccc1)NNc1nc2c(F)cc(F)cc2s1 the results were FLuc stim CS 1.1, bIAP activator 1.1, APP 5UTR inh 3, FLuc inh counter -8, RAM inhibit 2.5, TNAP inh noacc -143, TNAP act hiacc 1.1, TNAP inh hiacc -9, bIAP inhibitor -8 and L major viab -3.
For COC(=O)Nc1ccc(S(=O)(=O)N(C)CC(F)(F)C(F)F)cc1 the results were FLuc stim CS 1.1, bIAP activator 0.9, APP 5UTR inh 6, FLuc inh counter -8, RAM inhibit 1.2, TNAP inh noacc -6, TNAP act hiacc 1.1, TNAP inh hiacc -10, bIAP inhibitor 10 and L major viab -4.
Screening O=C(/C=C/c1ccccc1Cl)NC1CCS(=O)(=O)C1 (stereo not given) returned FLuc stim CS 1, bIAP activator 1, APP 5UTR inh 2, FLuc inh counter -3, RAM inhibit 0.2, TNAP inh noacc -5, TNAP act hiacc 1, TNAP inh hiacc -4, bIAP inhibitor 2 and L major viab -5.
For O=[N+]([O-])c1ccc(-n2nnnc2CN2CCOCC2)cc1 the results were FLuc stim CS 1, bIAP activator 1, APP 5UTR inh -8, FLuc inh counter -5, RAM inhibit 1.4, TNAP inh noacc -14, TNAP act hiacc 1.1, TNAP inh hiacc -10, bIAP inhibitor 0 and L major viab 3.
For COc1cc(/C=N/NS(=O)(=O)c2ccc(C)c([N+](=O)[O-])c2)ccc1O the results were FLuc stim CS 1, bIAP activator 1, APP 5UTR inh -4, FLuc inh counter -3, RAM inhibit 0.2, TNAP inh noacc -6, TNAP act hiacc 1, TNAP inh hiacc -3, bIAP inhibitor 0 and L major viab -11.
Screening CSc1ccc(CCNC(=O)CSc2ccsc2[N+](=O)[O-])cc1 returned FLuc stim CS 1.1, bIAP activator 0.9, APP 5UTR inh -6, FLuc inh counter -6, RAM inhibit 4.0, TNAP inh noacc -8, TNAP act hiacc 1, TNAP inh hiacc 0, bIAP inhibitor 6 and L major viab -2.
`Cc1cc(=O)[nH]c(Nc2c(C)n(C)n(-c3ccccc3)c2=O)n1` gave FLuc stim CS 1.1, bIAP activator 0.9, APP 5UTR inh -10, FLuc inh counter -5, RAM inhibit 1.7, TNAP inh noacc -12, TNAP act hiacc 1, TNAP inh hiacc -4, bIAP inhibitor 14 and L major viab -4.
Screening COCCSc1nnc(NC(=O)c2ccc(NC(C)=O)cc2)s1 returned FLuc stim CS 1, bIAP activator 1, APP 5UTR inh -20, FLuc inh counter -2, RAM inhibit 4.6, TNAP inh noacc -7, TNAP act hiacc 1, TNAP inh hiacc -3, bIAP inhibitor 5 and L major viab -5.
`Cc1ccc(Cl)c2c1NC(=O)C2(O)CC(=O)c1ccccc1O` (stereo not given) gave FLuc stim CS 1, bIAP activator 0.9, APP 5UTR inh 2, FLuc inh counter 0, RAM inhibit 0.7, TNAP inh noacc -6, TNAP act hiacc 1, TNAP inh hiacc 1, bIAP inhibitor 5 and L major viab 0.
`CCOC(=O)/C=C1\SCC(=O)N1CC(=O)NCCc1ccc(F)cc1` gave FLuc stim CS 1, bIAP activator 0.9, APP 5UTR inh -11, FLuc inh counter -4, RAM inhibit 1.5, TNAP inh noacc -7, TNAP act hiacc 1, TNAP inh hiacc -1, bIAP inhibitor 5 and L major viab -1.
For COc1ccc2c(c1)-c1c(ssc1=S)C(C)(C)N2 the results were FLuc stim CS 1, bIAP activator 0.9, APP 5UTR inh 12, FLuc inh counter 0, RAM inhibit 1.7, TNAP inh noacc 8, TNAP act hiacc 0.9, TNAP inh hiacc 11, bIAP inhibitor 9 and L major viab 21.
Screening CCOC(=O)c1cnc(SCC(=O)Nc2nc(C)c(C)s2)nc1N returned FLuc stim CS 1, bIAP activator 0.8, APP 5UTR inh -8, FLuc inh counter -1, RAM inhibit 0.0, TNAP inh noacc -14, TNAP act hiacc 1.1, TNAP inh hiacc -7, bIAP inhibitor 15 and L major viab -1.
`COc1nc(OC)nc(N2CCCCCC2)n1` gave FLuc stim CS 1, bIAP activator 0.6, APP 5UTR inh 1, FLuc inh counter -2, RAM inhibit -0.6, TNAP inh noacc -4, TNAP act hiacc 1, TNAP inh hiacc 2, bIAP inhibitor 42 and L major viab -3.
For Fc1c(F)c(F)c(N/N=C/c2c[nH]c3ccccc23)c(F)c1F the results were FLuc stim CS 1, bIAP activator 2.7*, APP 5UTR inh 8, FLuc inh counter 0, RAM inhibit 0.7, TNAP inh noacc 0, TNAP act hiacc 0.9, TNAP inh hiacc 7, bIAP inhibitor -169 and L major viab 20.
`CCn1cc(C(=O)NCCCN2CCCCCC2)c(=O)c2cc(S(=O)(=O)N3CCc4ccccc4C3)ccc21` gave FLuc stim CS 1, bIAP activator 1.1, APP 5UTR inh -8, FLuc inh counter -1, RAM inhibit -0.3, TNAP inh noacc -1, TNAP act hiacc 1, TNAP inh hiacc 1, bIAP inhibitor -9 and L major viab 90*.
Screening COc1ccc(CCNC(=O)C2CCCN(c3nn4c(=O)cc(C)nc4s3)C2)cc1OC (stereo not given) returned FLuc stim CS 1.1, bIAP activator 0.9, APP 5UTR inh -12, FLuc inh counter -5, RAM inhibit 0.5, TNAP inh noacc -11, TNAP act hiacc 1.1, TNAP inh hiacc -6, bIAP inhibitor 5 and L major viab -5.
Screening CCOc1ccc2nc(NC(=O)CN3CCN(c4ccccn4)CC3)sc2c1 returned FLuc stim CS 1, bIAP activator 0.9, APP 5UTR inh -5, FLuc inh counter -4, RAM inhibit 0.0, TNAP inh noacc -26, TNAP act hiacc 1.1, TNAP inh hiacc -6, bIAP inhibitor 11 and L major viab 1.

Random excerpt: 2 entries already listed
`CCn1cc(C(=O)NCCCN2CCCCCC2)c(=O)c2cc(S(=O)(=O)N3CCc4ccccc4C3)ccc21` gave FLuc stim CS 1, bIAP activator 1.1, APP 5UTR inh -8, FLuc inh counter -1, RAM inhibit -0.3, TNAP inh noacc -1, TNAP act hiacc 1, TNAP inh hiacc 1, bIAP inhibitor -9 and L major viab 90*.
`COc1nc(OC)nc(N2CCCCCC2)n1` gave FLuc stim CS 1, bIAP activator 0.6, APP 5UTR inh 1, FLuc inh counter -2, RAM inhibit -0.6, TNAP inh noacc -4, TNAP act hiacc 1, TNAP inh hiacc 2, bIAP inhibitor 42 and L major viab -3.
